Screens (PubChem)
TAAR1 agonist: agonists of human TAAR1. Q96RJ0. CHO RD-HGA16 TAAR1, Fluo-8 calcium fluorescence; vehicle wells 0%, saturating PEA agonist 100%. activation, % at 3 µM. 360,000 compounds, 0.99% hits. AID 624467;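 active = activation above the mean activation of all test compounds in the run plus 3 SD, cut at about 38% in these data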
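Repeats: no replicates (n 1) | Material: CHO-derived RD-HGA16 cells with stable Gα16 and human TAAR1 | Technique: Kinetic Fluo-8 calcium fluorescence | Schedule: 17-24 h seeding, 75 min 37 °C dye, 30 min RT | Evaluation: % activation from peak over basal fluorescence ratio, DMSO-to-PEA scaled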
M5 ag: agonists of human muscarinic M5 receptor (CHRM5). P08912. CHO-K1 hM5 cells, Fluo-8 calcium fluorescence; 0% DMSO wells, 100% maximal acetylcholine response. activation, % at 3 µM. 360,000 compounds, 0.19% hits;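 active = activation above the run's mean over test compounds plus 3 SD, cut at about 23% in these data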;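 note: signal is peak over basal fluorescence ratio across the kinetic read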
Target sequence (P08912 whole entry, looked up): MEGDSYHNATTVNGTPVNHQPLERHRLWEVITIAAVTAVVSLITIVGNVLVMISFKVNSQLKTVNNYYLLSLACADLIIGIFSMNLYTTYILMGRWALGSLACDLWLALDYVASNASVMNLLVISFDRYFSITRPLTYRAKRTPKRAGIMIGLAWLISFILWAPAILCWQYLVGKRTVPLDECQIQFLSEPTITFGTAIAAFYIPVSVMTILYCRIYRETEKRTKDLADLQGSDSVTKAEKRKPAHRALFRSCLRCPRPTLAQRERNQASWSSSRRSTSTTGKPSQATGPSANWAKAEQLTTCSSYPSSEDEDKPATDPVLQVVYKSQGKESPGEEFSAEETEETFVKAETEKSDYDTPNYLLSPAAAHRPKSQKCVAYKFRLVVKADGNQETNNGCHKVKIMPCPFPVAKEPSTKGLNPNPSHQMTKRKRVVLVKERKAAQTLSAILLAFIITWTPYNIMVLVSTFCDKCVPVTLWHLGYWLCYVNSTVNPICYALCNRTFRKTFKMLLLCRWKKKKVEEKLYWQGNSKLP
M5 antag: blocks acetylcholine activation of human M5 receptor | 360,000 compounds, 0.59% hits | inhibition, % at 3 µM | AID 624040 | P08912 | CHO-hM5 cells, Fluo-8 calcium fluorescence, ACh EC80;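 active = inhibition above a per-plate cutoff, the mean of that plate's test compounds plus 3 SD, cut at about 27% in these data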;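 note: 0% = acetylcholine EC80 with DMSO and 100% = DMSO without agonist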
CHRM5 PAM: potentiates acetylcholine response at human M5 receptor; CHO-K1 hM5, Fluo-8 calcium, ACh EC20 PAM; 0% = ACh EC20, 100% = ACh EC100; AID 624038; activation, % at 3 µM; 360,000 compounds, 0.3% hits; P08912;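 active = activation above the run cutoff, the mean activation of all test compounds plus 3 SD, cut at about 18% in these data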
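System: CHO-K1 cell line with stable human muscarinic M5 receptor expression | Also added: EC20 acetylcholine as agonist stimulus | Compound: One concentration, 3 µM final (nominal) | Timing: Fluo-8 loading 80 min at 37 °C plus 30 min room temperature | Measured by: Fluo-8 calcium dye fluorescence, kinetic read | Read-out basis: % activation, ACh-normalized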
M1 PAM: positive allosteric modulators of human M1 muscarinic receptor. CHO-K1 hM1, Fluo-8 calcium fluorescence, ACh EC20; 0% = ACh EC20, 100% = maximal ACh. activation, % at 3 µM. 360,000 compounds, 0.088% hits; in the data active = activation above about 19%, passing the limit was not always enough
CHRM1 agonist: human M1 muscarinic receptor agonism | activation, % at 3 µM | 360,000 compounds, 0.33% hits | CHO-K1 hM1, Fluo-8 calcium fluorescence, agonist mode; 0% DMSO, 100% acetylcholine EC100 | P11229;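 active = activation above the run's mean compound activation plus 3 SD, cut at about 16% in these data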;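 note: peak over basal fluorescence ratio within a 140 s kinetic read after compound addition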
CHRM4 agonist: CHRM4 agonism in calcium assay. P08173. CHO-K1 hM4/Gqi5, Fluo-8 calcium fluorescence; vehicle 0%, full acetylcholine response 100%. activation, % at 3 µM. 360,000 compounds, 0.14% hits;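 active = activation above the run mean over all test wells plus 3 SD, cut at about 32% in these data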;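 note: peak over basal fluorescence ratio per well then scaled between controls; 0% = DMSO wells and 100% = acetylcholine at EC100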
Target sequence (P08173 whole entry, looked up): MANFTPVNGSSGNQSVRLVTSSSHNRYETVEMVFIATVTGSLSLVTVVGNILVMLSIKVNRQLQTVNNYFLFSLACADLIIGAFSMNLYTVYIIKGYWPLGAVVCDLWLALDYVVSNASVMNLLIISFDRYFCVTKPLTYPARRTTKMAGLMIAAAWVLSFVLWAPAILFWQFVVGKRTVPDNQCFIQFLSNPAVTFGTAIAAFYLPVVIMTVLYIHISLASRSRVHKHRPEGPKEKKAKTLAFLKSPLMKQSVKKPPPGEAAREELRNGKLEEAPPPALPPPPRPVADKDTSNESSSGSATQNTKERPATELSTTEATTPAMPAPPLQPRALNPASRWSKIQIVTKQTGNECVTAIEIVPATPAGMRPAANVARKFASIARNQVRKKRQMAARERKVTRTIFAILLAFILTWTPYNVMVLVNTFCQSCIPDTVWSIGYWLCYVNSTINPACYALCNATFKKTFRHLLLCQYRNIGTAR
CHRM1 antagonist: antagonists of human M1 muscarinic receptor; 360,000 compounds, 1.3% hits; AID 588852; CHO-K1 hM1, Fluo-8 calcium fluorescence, ACh EC80 antagonist; inhibition, % at 3 µM;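 active = percent inhibition above its own plate's cutoff, namely the mean of that plate's compound wells plus 3 SD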;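 note: peak over basal fluorescence ratio during 140 s after agonist addition; 0% = ACh EC80 plus DMSO and 100% = DMSO alone without agonist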
CHRM4 antagonist: CHRM4 antagonism in calcium assay | P08173 | CHO-hM4 cells, ACh EC80, Fluo-8 calcium fluorescence | inhibition, % at 3 µM | 360,000 compounds, 0.73% hits;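 active = inhibition above its plate's cutoff, the mean inhibition of sample wells plus 3 SD, cut at about 27% in these data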;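 note: 0% = acetylcholine EC80 with DMSO and 100% = DMSO without agonist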
Starred values were filed as active, the others as inactive; · = not tested or not shown. An excerpt; rates above refer to the full screens.

Every second line gives: TAAR1 agonist, M5 ag, M5 antag, CHRM5 PAM, M1 PAM, CHRM1 agonist, CHRM4 agonist, CHRM1 antagonist, CHRM4 antagonist
- COC(=O)c1ccc(SCC(=O)NC2CCCCC2)c([N+](=O)[O-])c1
 : -2.4, 0.1, -7.3, 0.7, 1.7, -6.0, 0.1, -5.2, -7.3
- Cc1ccc(NS(=O)(=O)c2ccc3c(c2)oc(=O)n3C)cc1C
 : 1.7, -3.8, 9.0, -5.5, -3.8, -5.8, 8.1, 2.8, 2.4
- O=C(CSc1nnc(CNc2cccc(C(F)(F)F)c2)n1Cc1ccco1)NCc1ccco1
 : 5.3, -2.6, -0.6, -6.4, 5.6, 0.2, 1.4, -31.0, -4.4
- COc1cc(NC(=S)N2CCN(C)CC2)cc(OC)c1
 : 1.7, -1.9, 5.3, 4.3, -0.5, -2.6, 0.9, 0.2, -2.2
- Cc1ccc(NC(=O)CNC(=O)CN2C(=O)c3ccccc3C2=O)cc1
 : 10.2, 2.3, 15.1, -5.8, 5.4, -5.0, 0.3, -7.6, 0.5
- COc1ccc(C(=O)c2cn(-c3cccc(Br)c3)nc2C(C)=O)cc1
 : -0.4, 1.2, 3.0, 10.1, 9.0, -1.1, 0.5, -6.0, 0.5
- Cc1ccc2[nH]c3c(=O)n(Cc4ccccn4)cnc3c2c1
 : 0.5, -3.2, 2.8, 5.7, 3.8, -3.5, 2.7, -8.7, -11.4
- O=C(Cn1nnc(-c2ccc(N3CCOCC3)cc2)n1)OC1CCCCC1
 : 7.0, -4.1, 5.2, -7.8, 2.1, -4.4, 4.7, -11.3, -22.4
- CCOc1ccccc1Nc1nc2ccccc2n2cnnc12
 : 0.5, 1.1, 5.1, -5.8, -1.6, -2.5, 0.3, 7.6, -4.3
- CC(=O)N1c2ccccc2N(Cc2ccc([N+](=O)[O-])cc2)C(=O)C1(C)C
 : 3.7, -0.4, 2.2, -4.4, 8.4, -6.6, 1.9, -5.8, 6.8
- CN(C(=O)CN1CCC(NC(=O)C2CCCCC2)CC1)C1CCCCC1
 : 5.7, -0.9, -0.3, 3.9, -9.9, -6.9, 1.7, 2.5, 20.0
- CCCCCCN1C[C@@H](n2cc(C3CC3)nn2)[C@H](O)C[C@@H]1c1ccccc1
 : 2.9, 0.4, -7.2, -2.9, -1.3, -6.1, 0.9, 3.2, -7.5
- Cn1ccnc1SCC(=O)Nc1nc2c(F)c(F)c(F)cc2s1
 : 7.1, 2.4, 9.4, -0.5, 8.0, 1.9, 1.7, -2.1, 0.5
- CN1C(=O)C2(OCC(C)([N+](=O)[O-])CO2)c2ccccc21 (stereo unspecified)
 : 1.0, -5.0, 0.2, 2.7, 6.1, -7.1, 0.3, -6.7, 1.2
- CCN(CC)CCCNC(=O)c1cn(CCOC)c(=O)c2c1c1ccccc1n2C
 : 1.8, -1.8, 8.4, -6.3, -1.5, -8.6, -0.2, 0.8, 6.3
- COc1cc2nc(Nc3ccc(F)cc3)nc(N)c2cc1OC
 : 58.6*, 5.8, -4.1, -9.4, 7.9, -7.0, 19.8, -18.4, -16.7
- Oc1ccccc1CNc1ncc(Br)cc1Br
 : 4.3, -7.0, -4.1, -1.5, 3.2, -3.5, -1.4, -4.4, -1.9
- CN(C)c1ccc(C=c2c3cc([N+](=O)[O-])ccc3n3c2cc(-c2ccccc2)[n+]3C)cc1
 : 0.1, -2.8, 16.7, -3.8, -5.0, -6.3, 2.5, 0.8, 3.0
- O=C(CSc1nnc(COc2cccc3cccnc23)o1)N1CCc2ccccc21
 : 11.3, -2.6, 27.9*, -8.8, 1.5, -1.6, 1.1, 12.4, 5.0
- CC1CCN(c2c(NCc3ccc(C(=O)NCC4COc5ccccc5O4)cc3)c(=O)c2=O)CC1 (stereo unspecified)
 : -0.1, -1.6, -0.3, 1.0, 9.1, -7.3, 0.4, -12.8, -1.9
- Cc1cccc(N2CCN(Cc3ccoc3)CC2)c1C
 : 2.0, 0.8, -1.9, -4.3, -0.9, -6.1, 0.8, -8.8, -5.0
- Nc1nc2ccccc2n1C(=O)c1cccs1
 : 1.8, 2.2, -4.4, -4.7, -4.8, -2.7, 2.7, 9.9, -12.7
- FC(F)(F)c1cc(-c2ccccc2)nc2ncnn12
 : -0.4, 0.8, 2.9, -1.7, 1.2, -5.6, -0.6, -8.8, 3.0
- O=c1cc(CN2CCN(S(=O)(=O)c3ccccc3)CC2)nc2sccn12
 : 5.7, -0.6, -9.2, -6.5, 6.7, -8.2, 0.7, -3.8, -2.8
- FC(F)Oc1ccccc1NC(=S)Nc1cccc(Cl)c1Cl
 : 2.8, 2.1, -7.4, 2.8, 1.4, -2.8, 0.6, -6.2, 2.5
- Cc1cc(C)nc(SCc2cn3c(C)cc(C)nc3n2)n1
 : -0.4, 2.3, 1.4, 4.1, 2.8, -4.5, 0.2, -4.0, -2.7
- COc1ccc(/C=N/Nc2cc(C)nc(N3CCOCC3)n2)c(OC)c1
 : 2.0, 5.1, 7.6, -3.2, 1.1, -1.1, 2.0, 1.2, -2.6
- CCc1cccc(CC)c1N(COC)C(=O)Cn1c(C(C)O)nc2ccccc21 (stereo unspecified)
 : 7.1, 2.9, -1.0, 2.2, -0.9, -0.1, 0.4, 0.5, 6.8
- Cc1cc(C2=NNC(=Nc3ccccc3)SC2)c(C)n1C
 : 0.8, -3.1, 9.9, -3.0, 6.5, -1.0, 0.0, -5.2, 2.9
- COc1ccc(N(CC(=O)N2CCN(c3ccccc3F)CC2)S(=O)(=O)c2ccc(C)cc2)cc1
 : 0.1, -3.8, 22.2, -10.7, 3.5, 1.5, 1.1, -1.7, 2.2

Continued:
Every second line gives: TAAR1 agonist, M5 ag, M5 antag, CHRM5 PAM, M1 PAM, CHRM1 agonist, CHRM4 agonist, CHRM1 antagonist, CHRM4 antagonist
- Cc1ccc(S(=O)(=O)N2CCC3CC2c2cc(Cl)ccc23)cc1 (stereo unspecified)
 : -0.6, 1.6, 5.3, -5.4, -0.8, -3.0, -0.1, -2.7, 5.9
- CCCC(=O)Nc1nc(-c2ccccc2)ns1
 : 6.9, 3.6, 18.4, -18.9, -8.8, -5.4, 12.0, 9.8, 8.6
- Cc1nc2ncnn2c(C)c1CCC(=O)NCCCN1CCN(c2cccc(Cl)c2)CC1
 : 1.4, -6.4, -3.4, 0.5, -10.8, -6.4, -0.2, 15.9, 14.9
- CCOc1ccc(N(CC(=O)N/N=C/c2ccccn2)S(=O)(=O)c2ccc(Cl)cc2)cc1
 : 3.4, -0.6, -4.6, 5.3, 3.3, -1.9, 1.5, 2.1, -3.6
- O=C(OCC1CCNCC1)c1ccc(F)cc1
 : 5.6, -11.8, 1.9, 6.8, 6.0, -4.3, 1.0, -10.3, -1.4
- CN1C(=O)C2(Oc3ccccc3C3CC(c4ccccc4)=NN32)c2ccccc21 (stereo unspecified)
 : ·, -0.5, -9.9, 0.7, -1.5, -2.7, 2.4, -3.2, -4.8
- CCSc1nc2n(n1)C(c1cccc(F)c1)C1=C(CCCC1=O)N2 (stereo unspecified)
 : 15.3, -2.4, 1.0, 0.0, 6.0, -6.2, -0.3, -3.3, 1.1
- N#Cc1c(Nc2ccccc2)sc(C(=O)c2ccccc2)c1N
 : 5.2, 2.4, -4.9, 0.2, 0.0, -3.9, 1.2, -0.9, 4.1
- CCN(CC)S(=O)(=O)c1cc(NC(=O)CSc2nc3c(cc2C#N)C(=O)CC(C)(C)C3)ccc1C
 : -0.1, -1.2, -8.8, 3.6, 0.3, -1.1, 0.4, -3.2, -4.4
- CCOCCc1nnc(NC(=O)Cc2c(F)cccc2Cl)s1
 : 2.3, -2.0, 2.4, 4.8, -20.3, -7.7, -0.6, 34.8, -13.5
- Cc1ccc(CNC(=O)C2CC(c3cc(C(F)(F)F)cc(C(F)(F)F)c3)=NO2)o1 (stereo unspecified)
 : -1.7, 1.3, 7.4, 0.7, 10.3, -7.4, -0.5, -17.0, -1.8
- Cc1c(N=C2NN=C(c3c[nH]c4ccccc34)CS2)c(=O)n(-c2ccccc2)n1C
 : -0.2, 1.2, 11.7, -9.2, 15.6, -0.8, 0.5, -4.6, -6.9
- CC(Oc1ccc(Cl)cc1Cl)C(=O)Nc1cccnc1 (stereo unspecified)
 : 6.3, 1.9, -3.1, 3.5, 9.8, -2.7, 2.2, 3.9, -2.4
- Cc1ccc(NS(=O)(=O)c2ccc(OCC(=O)NCc3cccnc3)cc2)cc1
 : 0.1, -1.9, -2.6, -2.9, -5.0, -5.8, 1.8, 5.4, 1.8
- Cn1cc(CNCc2ccc(-n3cccn3)cc2)c(-c2ccccc2F)n1
 : 0.9, -1.2, 5.9, -10.0, -1.7, -11.1, 4.1, 3.2, 6.8
- COc1cc(-c2nnc(-c3cccs3)o2)cc(OC)c1OC
 : 1.9, 1.9, 0.2, -3.9, 10.4, -0.9, 4.4, -18.3, 8.1
- CCCCn1c(N)c(N(CCC(C)C)C(=O)c2ccc(-c3ccc([N+](=O)[O-])cc3)o2)c(=O)[nH]c1=O
 : 0.1, 0.6, 1.6, 0.4, 7.8, -2.2, 0.9, -12.2, -3.4
- Cc1cc[n+](C(C)C(=O)c2ccc(Cl)cc2)cc1 (stereo unspecified)
 : 5.7, -2.9, 1.7, 3.2, 3.1, -10.8, 1.3, -4.0, 6.4
- C/C(Cl)=C\Cn1c(O)c(N=NC(N)=S)c2ccccc21
 : 1.4, -5.3, -1.9, 5.7, -1.0, -13.9, 0.8, 0.1, -4.7
- CCCn1cnc2c(SCCc3ccccc3)nc(N)nc21
 : 8.5, 0.4, 10.6, -3.5, 6.8, -2.5, 3.5, -11.4, 3.4
- CC(C(=O)N(C)C)N1c2cccc3cccc(c23)S1(=O)=O (stereo unspecified)
 : 4.2, 0.3, -0.3, -0.7, 3.7, -6.2, 0.8, -2.5, 5.0
- N#Cc1ccccc1NC(=O)C(=O)NCC1CCCN1S(=O)(=O)c1cccs1 (stereo unspecified)
 : 4.8, 1.2, 3.2, -4.1, 2.0, -4.0, 6.4, -7.8, 0.1

Compound profiles (already shown):
CCSc1nc2n(n1)C(c1cccc(F)c1)C1=C(CCCC1=O)N2 (stereo unspecified) as listed: TAAR1 agonist = 15.3; M5 ag = -2.4; M5 antag = 1.0; CHRM5 PAM = 0.0; M1 PAM = 6.0; CHRM1 agonist = -6.2; CHRM4 agonist = -0.3; CHRM1 antagonist = -3.3; CHRM4 antagonist = 1.1
CCCn1cnc2c(SCCc3ccccc3)nc(N)nc21 as listed: TAAR1 agonist = 8.5; M5 ag = 0.4; M5 antag = 10.6; CHRM5 PAM = -3.5; M1 PAM = 6.8; CHRM1 agonist = -2.5; CHRM4 agonist = 3.5; CHRM1 antagonist = -11.4; CHRM4 antagonist = 3.4

Part of the list above with just CHRM1 antagonist.
canonical_smiles,CHRM1 antagonist
CN1C(=O)C2(Oc3ccccc3C3CC(c4ccccc4)=NN32)c2ccccc21 (stereo unspecified),-3.2
CCSc1nc2n(n1)C(c1cccc(F)c1)C1=C(CCCC1=O)N2 (stereo unspecified),-3.3
N#Cc1c(Nc2ccccc2)sc(C(=O)c2ccccc2)c1N,-0.9
CCN(CC)S(=O)(=O)c1cc(NC(=O)CSc2nc3c(cc2C#N)C(=O)CC(C)(C)C3)ccc1C,-3.2
CCOCCc1nnc(NC(=O)Cc2c(F)cccc2Cl)s1,34.8
